Rab7 wt GTP bind: modulators of GTP binding to dog Rab7 wildtype GTPase | GST-Rab7 beads, fluorescent GTP binding, flow cytometry; actives lie on both sides; untreated = 100%, excess cold GTP = 0% | GTP binding activity (percent of control), % at 10 µM | hit rate 0.055% among 190,000;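 active = fluorescent GTP binding to Rab7 beads changed by at least 20 points from the 100% baseline, either direction, mostly lower; inconclusive = compound itself probably fluorescent, or too few beads counted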;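 also: median green fluorescence of bound Bodipy-FL-GTP per Rab7 bead population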
Avidin bead fluor: avidin bead compound fluorescence profile | Avidin beads, compound fluorescence 488/530 nm, flow cytometry; stronger effect = higher value | fluorescence (KMESF) at 10 µM | hit rate 0.38% among 220,000 | AID 1775; in the data active = fluorescence above about 47; also: inactives centre near 10
ABCG2 block: inhibitors of human ABCG2 transporter, ABCB1 counter-screen; IgMXP3 cells, JC-1 efflux, flow cytometry; inhibition, % at 6.6 µM; hit rate 0.1% among 190,000;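 active = inhibition above 80%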;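 also: 0% = DMSO and 100% = nicardipine control wells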
Target sequence (Q9UNQ0 whole entry, looked up): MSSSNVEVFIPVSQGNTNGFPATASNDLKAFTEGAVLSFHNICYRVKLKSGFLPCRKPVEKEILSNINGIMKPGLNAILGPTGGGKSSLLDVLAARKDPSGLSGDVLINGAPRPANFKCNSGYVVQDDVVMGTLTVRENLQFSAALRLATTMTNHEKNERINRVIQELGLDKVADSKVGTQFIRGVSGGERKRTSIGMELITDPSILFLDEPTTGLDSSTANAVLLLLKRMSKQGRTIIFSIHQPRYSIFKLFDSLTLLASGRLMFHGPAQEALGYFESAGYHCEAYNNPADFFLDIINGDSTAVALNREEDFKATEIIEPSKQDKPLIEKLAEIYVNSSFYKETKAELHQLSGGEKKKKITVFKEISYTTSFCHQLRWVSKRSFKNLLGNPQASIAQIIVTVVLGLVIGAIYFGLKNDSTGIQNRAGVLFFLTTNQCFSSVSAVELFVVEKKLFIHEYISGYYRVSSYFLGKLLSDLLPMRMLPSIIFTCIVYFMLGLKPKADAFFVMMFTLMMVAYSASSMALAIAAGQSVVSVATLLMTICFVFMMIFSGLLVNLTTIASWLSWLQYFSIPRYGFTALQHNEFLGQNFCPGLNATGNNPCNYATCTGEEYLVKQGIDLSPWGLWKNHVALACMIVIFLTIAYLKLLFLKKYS
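Test system: IgMXP3 (ABCG2) plus far-red-tagged CCRF-Adr (ABCB1) cells / Amount: 3 million cells/mL in well / Reagent: JC-1 transporter substrate / Timing: 10 min compound exposure, 25 °C / Signal: flow cytometry, 530 nm JC-1 signal / Read-out: percent efflux inhibition, scaled nicardipine 100% to DMSO 0% / Benchmarks: nicardipine as high control, DMSO as low control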
Rac1 act GTP bind: modulators of GTP binding to human Rac1 activated mutant; P63000; GST-Rac1 activated beads, fluorescent GTP binding, flow cytometry; actives lie on both sides; 100% means binding = to untreated wells; percent activity (GTP binding), % at 10 µM; hit rate 0.11% among 190,000; AID 764;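 active = GTP binding at least 20 percentage points away from the 100% baseline, in either direction, so actives lie on both sides; inconclusive = Compound likely fluorescent itself, or too few beads counted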
Rab2A wt mod: changes GTP binding to wildtype dog Rab2A, up or down. P61105. GST-Rab2 wt beads, Bodipy-GTP binding, flow cytometry. GTP binding activity, % at 10 µM. hit rate 0.19% among 190,000. AID 760;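 active = GTP binding activity at least 20 points away from 100%, either lowered or raised; inconclusive = signal likely due to the compound's own green fluorescence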;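 also: 0% = beads with excess unlabeled GTP and 100% = no-compound control corrected for plate trend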
Rac1 wt modul: human Rac1 wildtype GTP binding, inhibitors and activators; GST-Rac1 beads, fluorescent GTP binding, flow cytometry; actives lie on both sides; 0 = cold GTP competed, 100 = untreated; P63000; GTP binding activity (% of control), % at 10 µM; hit rate 0.27% among 190,000;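 active = GTP binding activity at least 20 points away from the 100% control level, either lower or higher; inconclusive = compound flagged as likely green fluorescent, judged across all proteins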
HRas wt GTP bind: human HRas wildtype GTP binding, change in either direction. P01112. GST-Ras wt beads, Bodipy-FL-GTP binding, flow cytometry; actives lie on both sides. GTP binding activity, % at 10 µM. hit rate 0.14% among 190,000;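 active = GTP binding activity at least 20% away from the 100% baseline, either lowered as inhibitor or raised as activator; inconclusive = flagged as likely green fluorescent, judged across all proteins in the well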;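 also: 0% = unlabeled GTP competition control and 100% = no-compound control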
Target sequence (P01112 whole entry, looked up): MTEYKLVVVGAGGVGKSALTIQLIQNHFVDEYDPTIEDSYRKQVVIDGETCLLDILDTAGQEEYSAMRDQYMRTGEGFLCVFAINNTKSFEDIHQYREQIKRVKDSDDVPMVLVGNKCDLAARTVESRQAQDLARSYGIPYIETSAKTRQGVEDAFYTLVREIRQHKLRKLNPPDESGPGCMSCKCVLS
Pf gamet viab: kills late stage P. falciparum gametocytes; P. falciparum stage V gametocytes, ATP luminescence, 24 h; inhibition, % at 10.9 µM; hit rate 0.065% among 150,000;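 active = inhibition above the mean plus 3 SD of compounds within the control limits, set per campaign, cut at about 38% in these data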;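 also: 0% = DMSO wells and 100% = medium only without gametocytes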
ABCB1 block: human ABCB1 inhibition, ABCG2 as counter-screen; P08183; inhibition, % at 6.6 µM; CCRF-Adr cells, JC-1 efflux, flow cytometry; hit rate 0.067% among 190,000; in the data active = inhibition above about 40%;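 also: 0% = vehicle and 100% = reference inhibitor; higher value means more JC-1 retained so stronger ABCB1 efflux block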
Cdc42 wt GTP: human Cdc42 wildtype GTP binding change, either direction; GST-Cdc42 beads, Bodipy-GTP binding, flow cytometry; actives lie on both sides; AID 761; hit rate 0.2% among 190,000; percent activity (GTP binding), % at 10 µM; P60953;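 active = percent activity GTP binding at least 20 points away from the 100% baseline, either down as inhibitor or up as activator; inconclusive = compound flagged as likely green fluorescent from well-wide comparison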;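 also: median bead fluorescence of bound Bodipy-FL-GTP at 100 nM; 0% = excess unlabeled GTP control and 100% = no compound control; below 100% means less GTP binding so inhibitor and above means activator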
Target sequence (P60953 whole entry, looked up): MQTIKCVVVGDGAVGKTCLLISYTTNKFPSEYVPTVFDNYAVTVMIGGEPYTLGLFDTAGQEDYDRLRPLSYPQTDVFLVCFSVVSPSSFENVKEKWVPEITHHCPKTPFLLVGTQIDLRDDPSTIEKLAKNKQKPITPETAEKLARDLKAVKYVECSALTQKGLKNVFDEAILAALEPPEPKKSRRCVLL
GSH bead fluor: compound fluoresces at 488/530 nm on GSH beads. GSH beads flow cytometry, compound fluorescence 488/530 nm; stronger effect = higher value. fluorescence (KMESF) at 10 µM. hit rate 0.25% among 190,000; in the data active = fluorescence above about 89;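 also: glutathione beads carrying GST-tagged Bcl family fusion proteins plus one bare bead set; values are compound well signal with DMSO vehicle wells as background; inactives centre near 16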
Active calls of the source: *; ? = inconclusive; · = no result given.

SMILES | Rab7 wt GTP bind | Avidin bead fluor | ABCG2 block | Rac1 act GTP bind | Rab2A wt mod | Rac1 wt modul | HRas wt GTP bind | Pf gamet viab | ABCB1 block | Cdc42 wt GTP | GSH bead fluor
N#CC1(c2ccccc2)CCCN1C(=O)c1ccc(Br)cc1 (stereo not given) | 93 | 9 | -1 | 93 | 94 | 95 | 96 | · | 0.6 | 96 | 30
CC(C)(C)NC(=O)C(=O)NNC(=O)c1cccc(F)c1 | 97 | 12 | 3 | 97 | 98 | 99 | 97 | -13 | 0.3 | 96 | 12
Cc1cnc(NC(=O)CSc2nnc(-c3ccccc3)o2)s1 | 102 | 37 | 53 | 99 | 101 | 109 | 102 | 2 | 1.1 | 102 | 21
Cc1ccc(S(=O)(=O)N2Cc3ccccc3CC2C(=O)Nn2cnnc2)cc1 (stereo not given) | 98 | 30 | 1 | 97 | 99 | 100 | 99 | · | 0.0 | 101 | 16
N#CCCN(CCC#N)S(=O)(=O)c1ccc(C(=O)Nc2nnc(C3=COCCO3)o2)cc1 | 105 | 24 | 3 | 95 | 98 | 98 | 99 | 2 | 0.5 | 97 | 8
c1ccc(COn2nnc3ccccc32)c(COn2nnc3ccccc32)c1 | 101 | 7 | 69 | 97 | 99 | 106 | 99 | 30 | 1.9 | 103 | 13
O=C(NCCCn1ccnc1)/C(=C\c1cccs1)NC(=O)c1cccs1 | 100 | 20 | -1 | 99 | 98 | 99 | 97 | 2 | -0.1 | 101 | 10
Cc1cccc(Nc2nc(N)nc(CN3CCC(C(N)=O)CC3)n2)c1C | 98 | 16 | 1 | 100 | 100 | 105 | 101 | · | 0.1 | 104 | 23
COc1ccc(Nc2cc(C(=O)NCCCN3CCN(C)CC3)c3ccccc3n2)cc1 | 95 | 31 | 0 | 95 | 95 | 95 | 98 | -10 | 0.1 | 98 | 19
COC(=O)c1oc2ccccc2c1NC(=O)CN1CCCC1 | 100 | 31 | 39 | 101 | 101 | 108 | 102 | · | 0.3 | 106 | 22
c1ccc2[nH]c(CSc3nccs3)nc2c1 | 106 | 30 | 4 | 99 | 101 | 104 | 100 | 7 | 0.0 | 101 | 11
O=C1CCCN1CCC1CCN(C(=O)Nc2ccccc2)CC1 | 102 | 17 | 1 | 94 | 95 | 101 | 103 | · | -0.2 | 101 | 47
O=C(CC1S/C(=N/N=C/c2cccs2)NC1=O)Nc1ccc(Cl)c(Cl)c1 (stereo not given) | 97 | 5 | -3 | 93 | 93 | 96 | 95 | 1 | -0.8 | 96 | 15
COc1cc(-c2nc3ccc4ccccc4c3c3c2CCC3)cc(OC)c1O | 96 | 3 | 8 | 92 | 89 | 89 | 93 | 4 | 1.7 | 95 | 7
CCOC(=O)C1CCN(C(=O)c2ccccc2NS(=O)(=O)c2ccc(F)cc2)CC1 | 103 | 12 | 2 | 100 | 102 | 107 | 103 | -4 | 0.8 | 101 | 7
N#CC(C#N)=C1C=CC=CN1/C(=C\c1ccco1)C(=O)c1ccc(Br)cc1 | 95 | 13 | -3 | 89 | 91 | 92 | 90 | 8 | -0.6 | 86 | 14
CCn1c(CNC(=O)c2ccccc2F)nnc1SCC(=O)NC1CCCCC1 | 107 | 11 | 0 | 97 | 99 | 99 | 101 | 6 | 0.1 | 98 | 12
CC(C)c1ccc(NC(=O)C[n+]2ccn(C3=C([O-])c4ccccc4C3=O)c2)cc1 | 93 | 10 | -1 | 92 | 97 | 98 | 93 | -7 | 0.0 | 96 | 14
O=S(=O)(/C=C/c1ccccc1)NC1CCCCCC1 | 92 | 8 | 0 | 95 | 94 | 96 | 93 | 10 | -0.5 | 91 | 8
COc1ccc(N2CC(O)=C(c3nc(-c4ccc(F)cc4)cs3)C2=N)cc1Cl | 93 | 11 | 14 | 92 | 92 | 90 | 91 | 8 | 0.3 | 92 | 16
Cc1ccc(SCCNC(=O)/C=C/c2ccc(Cl)cc2)cc1 | 95 | 14 | 0 | 89 | 87 | 92 | 92 | 12 | 0.1 | 95 | 23
Cc1[nH]c2ccccc2c1C(=O)C(=O)N1CC=C(c2ccccc2)CC1 | 101 | 6 | 3 | 98 | 96 | 103 | 97 | -4 | 0.5 | 102 | 11
COC(=O)c1sc(NC(=O)C2c3ccccc3Oc3ccccc32)c(C(=O)OC)c1C | 99 | 5 | 2 | 97 | 98 | 103 | 98 | 18 | 0.1 | 100 | 12
Cc1ccc(S(=O)(=O)CCC(=O)Nc2cccc([N+](=O)[O-])c2)cc1 | 96 | 10 | 9 | 102 | 101 | 100 | 101 | -2 | 1.2 | 98 | 16
Cc1ccc(C)c(N2CCN(C(=O)c3csc4ccccc34)CC2)c1 | 99 | 10 | 8 | 99 | 100 | 103 | 101 | -15 | 0.9 | 102 | 10
C/C(CC(=O)Nc1cccc2c1CCCC2)=N\NC(=O)c1cccc2ccccc12 | 89 | 6 | 0 | 99 | 99 | 100 | 98 | 3 | -0.4 | 98 | 5
O=C(CSc1ncnc2c1cnn2-c1ccccc1)Nc1ccc2c(c1)OCO2 | 95 | 7 | 1 | 95 | 95 | 98 | 97 | · | 0.1 | 98 | 5
O=C1c2ccccc2C(=O)N1Cc1cc(-c2ccccc2Cl)no1 | 103 | 34 | 1 | 99 | 102 | 105 | 102 | · | 0.2 | 103 | 20
CCN(CC)S(=O)(=O)c1c(OC)cc(C)c(Cl)c1C | 99 | 6 | 2 | 94 | 98 | 96 | 96 | · | 0.1 | 96 | 23
COc1ccc(NC(=O)c2csc3c2CCCC3)cc1 | 100 | 5 | 3 | 97 | 100 | 100 | 100 | · | 0.3 | 102 | 30
O=C(N1CCCCC1)N1CCN(S(=O)(=O)c2ccc(Cl)cc2)CC1 | 102 | 11 | 3 | 94 | 96 | 99 | 101 | · | 1.2 | 96 | 16
CCOc1ccc(NC(=S)NNc2ccnc3cc(Cl)ccc23)cc1 | 95 | 13 | -3 | 96 | 95 | 97 | 94 | -28 | -0.7 | 94 | 13
COc1cccc(-n2cc(CNCc3c(C(=O)N(C)C)nc4ccc(Cl)cn34)cn2)c1 | 99 | 6 | 8 | 96 | 102 | 100 | 100 | -5 | 0.0 | 101 | 13
O=C(Cn1cnc2c(cnn2-c2ccccc2)c1=O)Nc1cc(S(=O)(=O)N2CCOCC2)ccc1Cl | 100 | 4 | -7 | 98 | 97 | 102 | 100 | · | 0.2 | 98 | 18
Nc1nc(N2CCN(c3ccc(Cl)cc3)CC2)n[nH]1 | 95 | 5 | 0 | 95 | 96 | 99 | 98 | -5 | -0.1 | 100 | 11
O=S1(=O)CCC(NC(=S)N2CCOCC2)C1 (stereo not given) | 99 | 5 | 4 | 98 | 100 | 105 | 103 | 4 | 0.7 | 102 | 10
CCOc1ccc(S(=O)(=O)n2nnc3ccccc32)cc1C | 100 | 13 | 0 | 96 | 98 | 102 | 100 | · | 1.0 | 98 | 27
C/C(=N\NC(=O)Cc1ccc(F)cc1)c1ccc(F)cc1 | 100 | 4 | 0 | 100 | 102 | 105 | 102 | · | 0.3 | 103 | 10
COc1ccc(-c2[nH]ncc2CN(C)CCCN2CCOCC2)cc1F | 100 | 6 | 1 | 100 | 96 | 104 | 99 | -35 | -0.2 | 101 | 17
CCc1cc(Br)ccc1NC(=O)C1CCCO1 (stereo not given) | 101 | 14 | 5 | 98 | 99 | 104 | 101 | -34 | 0.3 | 102 | 28
O=C(Nc1ccc(Cl)c(Cl)c1)Nc1cc(S(=O)(=O)N2CCOCC2)ccc1N1CCCC1 | 99 | 3 | -3 | 95 | 97 | 99 | 99 | 16 | -0.8 | 97 | 4
Cc1ccc(NCCCCO)cc1C | 93 | 9 | 0 | 95 | 94 | 93 | 93 | · | 0.0 | 93 | 10
COc1ccc(C2CCCN2C(=S)Nc2c(C)cccc2C)cc1OC (stereo not given) | 99 | 6 | 5 | 91 | 93 | 93 | 93 | 15 | 0.3 | 90 | 14
CC1CCCCN1C(=O)CCS(=O)(=O)c1cccc2nonc12 (stereo not given) | 104 | 13 | -1 | 100 | 102 | 98 | 100 | · | 0.7 | 102 | 11
COc1cc(/C=C/C(=O)Oc2coc(CSc3ncccn3)cc2=O)cc(OC)c1OC | 96 | 25 | 0 | 97 | 96 | 100 | 98 | -13 | 0.1 | 98 | 22
Cc1ccc(C(=O)CC(C(=O)O)n2ccc(C)n2)cc1 (stereo not given) | 100 | 14 | 4 | 95 | 96 | 93 | 98 | · | 1.1 | 97 | 12
COc1ccc(S(=O)(=O)Nc2ccccc2C)cc1 | 105 | 15 | 0 | 100 | 103 | 105 | 104 | · | 0.1 | 104 | 9
Cc1cc(OCC(=O)O)c2cccc(C)c2n1 | 100 | 34 | 0 | 97 | 96 | 98 | 97 | · | 0.0 | 99 | 11
COc1nnc(-c2ccccc2)s1 | ? | 5 | 4 | ? | ? | ? | ? | 13 | 1.0 | ? | 11
Cc1[nH]nc2c1C(c1ccc(O)cc1)C1=C(CC(C)(C)CC1=O)N2 (stereo not given) | 109 | 12 | 3 | 98 | 100 | 105 | 101 | 19 | 0.2 | 98 | 26
CN1CCN(S(=O)(=O)c2cccc(C(=O)Nc3sc4c(c3-c3nc5ccccc5[nH]3)CCCC4)c2)CC1 | 98 | 19 | -3 | 99 | 102 | 101 | 102 | 2 | 0.0 | 97 | 14
COc1cc(NC(=S)N2CCC(C(N)=O)CC2)c(OC)cc1Cl | 105 | 9 | 8 | 91 | 100 | 99 | 99 | 2 | -0.3 | 96 | 13
Cc1ccc(N=Nc2c(=O)[nH]n3c(C)cc(C)nc23)cc1 | 99 | 11 | 0 | 95 | 100 | 98 | 97 | · | -0.7 | 100 | 8
COc1cccc(/C=N/NC(=O)C(=O)Nc2ccccc2OC(F)(F)C(F)F)c1O | 94 | 13 | -2 | 98 | 96 | 99 | 98 | -22 | -0.4 | 97 | 10
CC1CCN(C(C)C(=O)Nc2ccccc2-c2ccccc2)CC1 (stereo not given) | ? | 37 | 1 | ? | ? | ? | ? | -22 | 0.2 | ? | 13
COc1ccc2cc(C(=O)OC(C)C)sc(=O)c2c1OC | 96 | 29 | 87* | 96 | 97 | 100 | 96 | · | 2.0 | 96 | 20
COc1ccc(C2(C(=O)N3CCCC3)CCOCC2)cc1OC | 102 | 10 | 1 | 101 | 105 | 110 | 103 | · | 0.5 | 106 | 11
O=C(N/C(=C\c1ccc([N+](=O)[O-])cc1)C(=O)N1CCCCC1)c1ccccc1Br | 100 | 7 | 7 | 101 | 103 | 105 | 101 | 0 | 1.2 | 103 | 11
